High-throughput results as filed in PubChem BioAssay.
Eya2 phos inh: qHTS Assay for Inhibitors of the Phosphatase Activity of Eya2; recombinant Eya2, OMFP fluorescence dephosphorylation (OMFP is methylfluorescein phosphate); actives 0.006% (n = 330,000); Potency, µM (titrated, usually from 76.9 µM), for the others: at the highest dose activity, negative = inhibition, most hits filed as inhibitors; note: potency is the fitted concentration of half-maximal effect
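Eya2 (0.2 uM) preincubated 10 min at ambient with compound, then OMFP substrate added at 50 uM; 10 min reaction in 50 mM HEPES pH 7.5, 50 mM NaCl, 5 uM MgCl2, 0.05% BSA, 1 mM DTT. Fluorescence read at Ex 485/Em 525 nm.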
Giardia kill: Small Molecules that selectively kill Giardia lamblia: qHTS; Giardia lamblia trophozoite viability; activity change, % at 7.66 µM, hits read low; actives 0.15% (n = 340,000); in the data active = activity change below about -80%; inconclusive = between about -30% and that limit;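 note: parasites exposed to compound for two days anaerobically before the ATP read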
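Giardia lamblia trophozoites (100 cells/well) were incubated with compounds for 48 h at 37 deg C under anaerobic conditions. Viability was read as ATP content by one-step luminescence after 15-30 min at room temperature.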
B2AR arrestin: qHTS assay of beta-arrestin-biased ligands of beta2-adrenergic receptor | beta-arrestin recruitment to beta2AR, cell-based reporter | Beta-2 adrenergic receptor (Homo sapiens), P07550 | Potency, µM (top dose mostly 46.1 µM), for the others: at the highest dose activation, most hits filed as activators | AID 492947, 2010 | actives 0.02% (n = 330,000);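 note: potency is the fitted concentration of half-maximal effect; 0% = DMSO controls and full agonism = EC100 isoproterenol or metaproterenol; nearly all actives have a fitted effect of over 65% in size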
Target sequence (P07550 whole entry, looked up): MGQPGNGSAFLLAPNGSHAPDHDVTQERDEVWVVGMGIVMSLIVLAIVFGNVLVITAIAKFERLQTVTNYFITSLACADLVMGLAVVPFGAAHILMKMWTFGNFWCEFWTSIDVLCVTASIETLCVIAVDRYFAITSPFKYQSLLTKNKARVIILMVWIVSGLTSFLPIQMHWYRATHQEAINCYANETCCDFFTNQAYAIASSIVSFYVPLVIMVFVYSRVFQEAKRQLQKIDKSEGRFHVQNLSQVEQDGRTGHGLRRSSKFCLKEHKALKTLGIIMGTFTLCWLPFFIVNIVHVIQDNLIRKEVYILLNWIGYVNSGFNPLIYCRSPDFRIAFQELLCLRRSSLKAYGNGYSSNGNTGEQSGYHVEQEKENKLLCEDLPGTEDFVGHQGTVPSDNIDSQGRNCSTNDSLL
Coupling enz: qHTS Assay for Inhibitors of Fructose-1,6-bisphosphate Aldolase from Giardia Lamblia: Coupling assay counterscreen; coupling enzyme system counterscreen, AmpLite Red fluorescence; activity change, negative = inhibition, % at 58.2 µM, hits read low; actives 0.67% (n = 290,000); in the data active = activity change below about -30%
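First, compound is pin-transferred into glyceraldehyde-3-phosphate coupling-enzyme reagent at 57.5 uM final and held 10 min at RT. Next, substrate, coupling system and AmpLite Red are added. After 20 min RT, fluorescence (525/598 nm) is read.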
PKM2 act: qHTS Assay for Activators of Human Muscle isoform 2 Pyruvate Kinase; purified PKM2, Kinase-Glo ATP luminescence, activation; response scale: 0% is enzyme alone, no compound; Potency, µM (highest dose often 57.5 µM), without a hit: at the top dose activation, hits mostly activators; actives 0.34% (n = 260,000); AID 1631, 2009; note: potency is the fitted concentration of half-maximal effect; nearly all actives have a fitted effect of over 55% in size
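ATP formation by purified human PK-M2, quantified via coupled luciferase luminescence after 1 h at room temperature with 0.1 mM ADP and 0.5 mM PEP final.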
KCNH2 WT inh: qHTS for Inhibitors of KCHN2 3.1: Wildtype qHTS. activity change, % at 1.84 µM. U2OS, BacMam KCNH2, thallium flux FluxOr; stronger effect = lower value. actives 0.37% (n = 340,000);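 active = maximum activity change below -70%; inconclusive = maximum activity change between -70% and -50%; inactive = maximum activity change above -50%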
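U2OS cells were transduced with wild-type KCNH2 virus (2.03 x 10^8 / mL) for 4 h at room temperature, then cultured overnight at 37 C. Thallium flux was read with FluxOr dye. Rate constants were normalized to DMSO controls.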
BCR signal inh: qHTS Assay to Find Inhibitors of Chronic Active B-Cell Receptor Signaling. ABC-DLBCL IkBa-CBG/CBR reporter, luminescence ratio, 4 h. Potency, µM (highest dose often 46.1 µM), inactives show top-dose ratio change, negative = lower green/red ratio, actives largely listed as inhibitors. actives 0.05% (n = 340,000). AID 493014, 2011; active = well fitted inhibition curve with a large enough effect in the signal ratio, with a control signal flat, not every such curve was filed as active; inconclusive = small, poorly fitted or top-dose-only effect, or effect the other way, or a change in a side signal; the % refers to the signal ratio;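 note: potency is the fitted concentration of half-maximal effect; plate controls were basal doxycycline-induced cells for no effect and cells given 10 µM MG132 for full effect; MG132 reads +100%, hits lower the ratio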
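Compounds up to 46 uM were incubated four hours with TMD8 cells whose green CBG68 luciferase is fused to IkappaBalpha; red CBR luminescence normalised the signal, and concentration-effect curves were fitted to fusion, red and ratio data.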
GALK inhibitor: qHTS Assay for Inhibitors of Human Galactokinase (GALK) | P51570 | Purified GALK, Kinase-Glo residual ATP luminescence | Potency, µM (doses to about 57.5 µM), without a hit: at the top dose activity change, negative = inhibition, usual class: inhibitors | actives 0.007% (n = 270,000) | AID 1868, 2009; note: potency is the fitted concentration of half-maximal effect
Target sequence (P51570 whole entry, looked up): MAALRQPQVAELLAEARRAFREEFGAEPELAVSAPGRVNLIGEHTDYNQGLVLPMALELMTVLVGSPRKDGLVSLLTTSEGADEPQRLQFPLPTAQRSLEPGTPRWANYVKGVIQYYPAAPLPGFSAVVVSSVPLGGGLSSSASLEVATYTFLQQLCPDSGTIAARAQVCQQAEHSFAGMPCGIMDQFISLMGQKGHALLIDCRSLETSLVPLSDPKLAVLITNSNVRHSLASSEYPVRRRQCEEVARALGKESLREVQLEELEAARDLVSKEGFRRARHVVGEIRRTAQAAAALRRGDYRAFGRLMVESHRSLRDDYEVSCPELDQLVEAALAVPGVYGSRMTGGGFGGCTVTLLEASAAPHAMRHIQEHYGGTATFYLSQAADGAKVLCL
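Kinase-Glo Plus luminescence measured ATP left after a 1 h room-temperature reaction. The reaction used 5 nM GALK, 100 uM galactose and 35 uM ATP at pH 8.0 (20 mM HEPES, 5 mM MgCl2, 60 mM NaCl, 1 mM DTT, 0.01% BSA).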
KCNH2 3.1 inh: qHTS for Inhibitors of KCHN2 3.1: Mutant qHTS | Potassium voltage-gated channel subfamily H member 2, brain isoform KCNH2 3.1 (human) | U2OS KCNH2 3.1, thallium flux FluxOr; stronger effect = lower value | activity change, % (tested at about 1.8 µM) | actives 0.95% (n = 340,000);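 active = maximum activity change below -70%; inconclusive = maximum activity change from -70% to -50%; inactive = maximum activity change above -50%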;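 note: thallium influx rate constant from kinetic fluorescence after stimulation buffer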
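Channel expression came from 3.1 mutant virus (1.77 x 10^8 /mL) applied to suspended U2OS cells for 4 h. Flux was tracked with FluxOr dye plus Red40 quencher, and kinetic rate constants normalized to controls.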
USP2a block: qHTS Assay for Inhibitors of Ubiquitin-specific Protease USP2a Using CHOP2 as the Reporter; Ubiquitin carboxyl-terminal hydrolase 2 (Homo sapiens), O75604; USP2 core, Ub-CHOP2 coupled fluorogenic reporter, 485/531; Potency, µM (titrated, usually from 38.3 µM), without a hit: at the highest dose activity change, negative = inhibition, most hits filed as inhibitors; actives 0.01% (n = 330,000);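 note: potency is the fitted concentration of half-maximal effect; plate controls were DMSO wells for no effect and full inhibition by NEM control for full effect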
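USP2 core (10nM final) preincubated 30min RT with compound in 20mM Tris-HCl pH 8.0, 2mM CaCl2, 2mM beta-mercaptoethanol, 0.05% CHAPS; 25nM Ub-CHOP2 plus 25nM reporter substrate added, fluorescence (Ex485/Em531) read after 60min.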
uPA surface inh: qHTS for Inhibitors of Cell Surface uPA Generation. cell surface uPA generation assay, qHTS. Potency, µM (top dose mostly 38.3 µM), for inactives: at the top dose activity change, negative = inhibition, hits mostly inhibitors. actives 0.31% (n = 330,000). AID 540303, 2011; active = well fitted inhibition curve with a large enough effect; inconclusive = small, poorly fitted or top-dose-only effect; inactive = no such curve, though single readings can be large or run the other way; tested in mouse RAW 264.7 cells; note: potency is the fitted concentration of half-maximal effect; nearly all actives have a fitted effect of over 55% in size
* = called active by the depositor; ? = inconclusive; nt = not tested or not shown; & = joins results of further samples. Unless noted, calls come from the whole dose curve; as a rule, active = well fitted curve in the direction sought with a large enough effect; inconclusive = small, poorly fitted or top-dose-only effect, or another doubt; inactive = no such curve, though single readings can be large; an effect the other way counts as inactive or inconclusive. Unless noted, % is set by controls: 0 for no effect and ±100 for the full control effect. Hits appear at their usual frequency; any-hit rate near 2.4%.

Values run as follows: Eya2 phos inh	Giardia kill	B2AR arrestin	Coupling enz	PKM2 act	KCNH2 WT inh	BCR signal inh	GALK inhibitor	KCNH2 3.1 inh	USP2a block	uPA surface inh
CCc1ccc(-c2csc(NC(=O)Oc3ccccc3)n2)cc1
  -4.5%	-15.6	-1.0%	2.5	?	1.2	?	-2.9%	-0.5	1.6%	0.8%
CCC(C(=O)Nc1nc(C)c(C(=O)OC)s1)c1ccccc1 (configuration not stated)
  3.3%	-8.8	0.5%	1.9	-0.8%	2.4	3.5%	-2.6%	6.4	-0.1%	1.5%
Cc1cc(C(F)(F)F)nn1Cc1n[nH]c(=S)n1-c1ccc(Cl)cc1
  15.6%	-7.1	0.0%	2.6	0.5%	3.1	?	-1.1%	-8.7	2.9%	-1.6%
C=C1C(C(=O)Nc2cccc(OC)c2)C1C(=O)Nc1cccc(OC)c1 (configuration not stated)
  -1.6%	-18.1	0.0%	-2.9	4.5%	-6.0	-2.0%	3.3%	1.1	1.8%	2.7%
CCCCc1nc2cc(C(=O)N3CCCCC3COC)ccc2o1 (configuration not stated)
  2.7%	23.3	-0.3%	0.6	5.2%	0.0	6.8%	-4.1%	6.7	2.0%	-6.0%
Cc1cccc(CSc2nc3nc(C)cc(C)n3n2)c1
  6.9%	-0.3	0.0%	0.0	nt	6.9	?	6.2%	6.8	0.4%	18.3%
CC(C(=O)O)c1ccc(N2Cc3ccccc3C2=O)cc1 (configuration not stated)
  8.8%	-8.8	-2.9%	4.3&2.1	nt	3.0	?	10.8%	9.7	-2.6%	?
CCOc1ccc(CNC(=S)Nc2ccccc2)cc1Cl
  4.2%	7.1	-0.7%	1.1	-0.2%	-12.4	-6.6%	0.0%	1.0	1.0%	3.8%
CN(C(=O)COC(=O)/C=C/c1cn(-c2ccccc2)nc1-c1ccc2c(c1)OCCO2)C1CCS(=O)(=O)C1 (configuration not stated)
  -0.6%	-10.3	0.0%	0.4	-1.2%	0.1	-0.6%	-6.0%	-9.3	-10.8%	11.9%
C=CCNC(=O)C1CC(=O)N(c2ccc(OCC(=O)Nc3ccc(Cl)cc3)cc2)C1 (configuration not stated)
  13.0%	-10.9	0.0%	2.0	nt	2.6	-1.0%	-1.5%	-19.4	2.0%	20.4%
COc1ccc(/C=C/C2=CC(C)(C)NC(=S)N2)cc1
  9.3%	2.5	3.6%	1.8	2.4%	6.0	?	3.9%	-12.8	0.6%	nt
Cc1cc(C(=O)N2CCN(c3ncccc3C#N)CC2)no1
  0.9%	12.8	0.1%	1.0	6.8%	5.6	9.2%	nt	2.2	9.5%	-1.8%
COc1ccc(-n2nnnc2SCC(=O)c2ccc3c(c2)OCCO3)cc1
  8.0%	1.4	0.0%	3.2	6.0%	1.0	?	-0.3%	-6.4	1.2%	0.5%
CC1CCCCN1CC(O)COCCC12CC3CC(CC(C3)C1)C2 (configuration not stated)
  9.2%	7.8	-0.1%	1.5	0.0%	5.1	-10.1%	0.6%	-2.3	-0.1%	0.3%
O=C(Cn1cc(Br)ccc1=O)Nc1ccc2c(c1)OCO2
  5.0%	-3.4	-0.4%	nt	nt	-6.0	0.0%	nt	11.3	1.4%	-12.8%
CC(=O)N1CC=CC1(CC(C)C)C(=O)NCc1cc(F)cc(C(F)(F)F)c1 (configuration not stated)
  -0.7%	?	-1.7%	0.4&-0.1	2.4%&2.6%	-5.3	-1.9%	nt	-15.5	0.1%	10.8%
COc1ccc(NC(=O)CN2CCN(C(=S)NC3CCCC3)CC2)cc1
  -26.9%	8.5	-0.1%	0.0	0.5%	-25.9	6.9%	-2.2%	-8.9	9.0%	-4.2%
Cc1cc(=O)n(C2CCS(=O)(=O)C2)[nH]1 (configuration not stated)
  -0.3%	3.1	-1.1%	0.2	-3.1%	-7.5	8.3%	0.3%	3.2	0.6%	4.1%
COc1nc(N/N=C/c2ccc(-c3cccc([N+](=O)[O-])c3)o2)nc(N2CCOCC2)n1
  -3.9%	nt	-0.4%	2.5	-10.6%	nt	?	-4.8%	nt	0.0%	nt
COc1cccc(C2C(C#N)=C(N)N(N(C)C)C3=C2C(=O)CC(C)(C)C3)c1 (configuration not stated)
  -6.2%	-9.6	0.1%	-0.2	nt	17.0	2.5%	-0.5%	5.2	1.2%	-0.1%
COc1cc(CCC(=O)OCC(=O)Nc2ncc(Cl)cc2Cl)cc(OC)c1OC
  5.6%	?	5.6%	-2.0	2.3%	5.3	-1.9%	-2.4%	-35.7	2.9%	4.3%
Cc1cc(C)nc(NS(=O)(=O)c2ccc(NC(=O)c3ccco3)cc2)n1
  -3.9%	-15.5	-0.3%	-3.1	4.5%	1.5	-0.5%	-1.8%	-9.6	1.2%	0.6%
N#C/C(=C(/O)c1ccc(Br)s1)c1nc2ccccc2[nH]1
  -2.7%	-8.6	5.6%	1.4	3.8%	-13.7	?	nt	-5.9	0.1%	3.55µM*
CCOC(=O)C1CCN(S(=O)(=O)c2ccc(NC(C)=O)c(Cl)c2)CC1
  6.0%	-2.3	0.3%	1.9	-0.5%	-7.9	-4.3%	-3.3%	-9.6	2.5%	1.8%
COc1ccccc1NC(CC(=O)c1ccccc1)C(=O)OCC(=O)c1ccc(C)c(C)c1 (configuration not stated)
  -5.7%	-8.1	0.0%	2.9	6.3%	-2.0	?	-2.1%	-2.4	0.2%	-3.8%
Cc1cc(=O)n(-c2ccc(C(=O)O)cc2)[nH]1
  9.0%	14.2	0.4%	4.8	-3.3%	4.0	?	0.8%	-8.7	1.3%	3.1%
CC1CN(C(=O)c2cccc(C(=O)N3CC(C)OC(C)C3)c2)CC(C)O1 (configuration not stated)
  14.2%	0.1	-0.1%	1.9	-11.2%	12.9	3.8%	1.6%	-10.1	2.1%	4.1%
O=C(Cn1cnc2ccccc2c1=O)NNC(=O)c1cccc([N+](=O)[O-])c1
  4.4%	5.8	-0.9%	nt	nt	-1.0	0.8%	nt	-6.9	-1.4%	-6.6%
COCCN(C(=O)CCC(=O)Nc1nccs1)C(C(=O)NC(C)(C)C)c1ccc(C)cc1 (configuration not stated)
  1.6%	-10.7	-0.3%	1.8	nt	12.5	3.7%	2.7%	3.8	0.6%	-10.3%
O=C(COC(=O)c1cccnc1)Nc1cccc2ccccc12
  -13.8%	?	0.5%	-3.6	nt	-5.0	-26.1%	1.4%	16.3	-0.5%	-1.2%
CC(=O)Nc1ccc(NC(=O)CN(C)CC(=O)Nc2ccccc2Br)cc1
  12.1%	2.2	0.6%	-2.3	1.3%	9.8	?	-0.6%	8.5	0.7%	3.5%
COc1ccc(NS(=O)(=O)c2cc3c(cc2C)N(C)CCO3)c(OC)c1
  ?	-7.5	0.3%	2.1	-5.9%	-6.6	-26.6%	nt	-11.5	0.1%	?

Ordered by number of heavy atoms (smallest number first): some entries from above
Values run as follows: Eya2 phos inh	Giardia kill	B2AR arrestin	Coupling enz	PKM2 act	KCNH2 WT inh	BCR signal inh	GALK inhibitor	KCNH2 3.1 inh	USP2a block	uPA surface inh
Cc1cc(=O)n(-c2ccc(C(=O)O)cc2)[nH]1
  9.0%	14.2	0.4%	4.8	-3.3%	4.0	?	0.8%	-8.7	1.3%	3.1%
CC1CN(C(=O)c2cccc(C(=O)N3CC(C)OC(C)C3)c2)CC(C)O1 (configuration not stated)
  14.2%	0.1	-0.1%	1.9	-11.2%	12.9	3.8%	1.6%	-10.1	2.1%	4.1%
O=C(Cn1cnc2ccccc2c1=O)NNC(=O)c1cccc([N+](=O)[O-])c1
  4.4%	5.8	-0.9%	nt	nt	-1.0	0.8%	nt	-6.9	-1.4%	-6.6%
